# S100A4 inh HTS: inhibitors of human S100A4 binding to myosin IIA peptide; inhibition, % at 10.7 µM; AID 652163; 360,000 tested, 0.14% active; P26447; S100A4/TAMRA-MyoIIA peptide fluorescence polarization;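 active means mean inhibition of at least 70% across replicates, with every replicate also reaching that level; inconclusive means mean inhibition reaches 70% but some replicates fall short; inactive means mean inhibition below 70%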
# Target sequence (P26447 whole entry, looked up): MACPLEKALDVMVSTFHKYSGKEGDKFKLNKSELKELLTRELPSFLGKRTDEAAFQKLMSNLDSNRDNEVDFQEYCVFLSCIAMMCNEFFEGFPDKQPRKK
#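 Assay system: human S100A4 monomer with TAMRA-labelled myosin IIA peptide / Buffer or medium: Calcium-containing HEPES buffer, pH 7.2 / Reagent: TAMRA-labelled myosin IIA heavy-chain peptide probe, 5 nM / Compound: one dose per compound / Timing: polarization read 5 min after assay mix addition, stable 5–60 min / Benchmarks: neutral control DMSO, positive control TFP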
# ERp5 inh: inhibitors of human ERp5; AID 651711; 350,000 tested, 0.05% active; ERp5 insulin aggregation, absorbance 650 nm, 90 min; Q15084; inhibition, % at 9.99 µM;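 active means mean replicate inhibition above about 25%, with every replicate also reaching it, limit read from the data, passing the limit was not always enough; inconclusive means only one of those two criteria met; inactive means neither criterion met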
# Target sequence (Q15084 whole entry, looked up): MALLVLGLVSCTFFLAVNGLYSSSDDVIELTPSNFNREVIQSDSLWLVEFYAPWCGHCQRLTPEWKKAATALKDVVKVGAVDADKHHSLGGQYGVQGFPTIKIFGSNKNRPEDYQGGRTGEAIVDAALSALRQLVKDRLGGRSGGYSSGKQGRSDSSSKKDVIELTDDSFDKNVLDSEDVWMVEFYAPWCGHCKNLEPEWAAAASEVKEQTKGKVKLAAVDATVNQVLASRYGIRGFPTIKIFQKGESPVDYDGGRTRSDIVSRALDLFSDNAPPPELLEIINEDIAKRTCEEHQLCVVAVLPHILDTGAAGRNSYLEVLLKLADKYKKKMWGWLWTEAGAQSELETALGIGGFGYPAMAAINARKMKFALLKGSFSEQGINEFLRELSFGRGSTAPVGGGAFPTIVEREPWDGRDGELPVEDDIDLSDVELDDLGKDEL
# C2C12 statin: protects C2C12 myotubes from simvastatin toxicity. 330,000 tested, 0.78% active. AID 602340. rescue of ATP level, % at 7.49 µM. ATP luminescence, 48 h; scaled: DMSO 0, geranylgeraniol control 100;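 active means mean ATP rescue above about 67%, or every replicate alone reaching that limit, limit read from the data, passing the limit was not always enough; inconclusive means no clear call, values can overlap the other calls; inactive means mean under the limit and some replicate under it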;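 further: myotubes were challenged with 10 µM simvastatin during compound exposure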
# PglD inh: PglD (C. jejuni) enzyme inhibition. 360,000 tested, 0.098% active. inhibition, % at 12.5 µM. AID 602405. purified PglD enzyme, DTNB colorimetric CoA detection; in the data active means inhibition above about 16%, passing the limit was not always enough; inconclusive means no clear call, values can overlap the other calls; further: strong numbers were not always called active
# E-sel inducer: induces E-selectin expression in human endothelial cells; P16581; 260,000 tested, 0.37% active; HUVEC E-selectin immunofluorescence imaging; normalized: neutral wells 0, TNF-alpha wells 100; activation, % at 7.58 µM; AID 686992;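 active means mean E-selectin-positive cell signal at least 10% of the positive control, reached in at least 60% of replicates, without over 20% cell loss; inconclusive means no rule given, readout overlaps actives, possibly toxicity-flagged; inactive means the rest, including those meeting only one limit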;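 further: in these data hits start at about 27%; measured in HUVEC primary endothelial cells; signal is the percent of cells scored E-selectin positive by PE staining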
#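 Test system: HUVEC; input: 3,000 HUVEC/well; measured by: immunofluorescence imaging; read-out: % PE-positive cells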
# DENV2 CPE: DENV2-induced cell death inhibition | 350,000 tested, 1.7% active | AID 651640 | CPE inhibition, % at 9.99 µM | DENV2-infected cells, cytopathic effect rescue, plate reader; in the data active means CPE inhibition above about 20%, passing the limit was not always enough; inconclusive means no clear call, values can overlap the other calls; tested in BHK-21 cells;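 further: 0% = median of neutral control wells and 100% = median of positive control wells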
# SIRT5 inh: sirtuin-5 (human) deacylase inhibition | Purified SirT5, succinyl-peptide AMC, trypsin-coupled fluorescence | inhibition, % at 15 µM | 330,000 tested, 1.1% active; in the data active means inhibition above about 15%; inconclusive means no clear call, values can overlap the other calls
# Target sequence (Q9NXA8 whole entry, looked up): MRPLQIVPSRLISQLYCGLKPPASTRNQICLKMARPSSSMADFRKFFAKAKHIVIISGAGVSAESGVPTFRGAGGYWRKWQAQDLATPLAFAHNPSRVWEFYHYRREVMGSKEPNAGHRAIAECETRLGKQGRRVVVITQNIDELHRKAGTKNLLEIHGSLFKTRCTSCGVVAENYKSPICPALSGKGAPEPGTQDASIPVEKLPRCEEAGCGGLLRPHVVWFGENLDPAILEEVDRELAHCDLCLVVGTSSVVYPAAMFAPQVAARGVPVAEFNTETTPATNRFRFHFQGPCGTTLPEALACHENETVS
# * = called active by the depositor; u = inconclusive; x = no result given; & = joins results of further samples. Only part of the results is shown. The share of hits here may be higher or lower than overall.
SMILES,S100A4 inh HTS,ERp5 inh,C2C12 statin,PglD inh,E-sel inducer,DENV2 CPE,SIRT5 inh
COc1ccc(/C=C/C(=O)NC(=S)NNC(=O)c2cc(OC)c(OC)c(OC)c2)cc1OC,-1.5,3.6,x,5.1,6.6,-1.3,6.5
CSc1nc(N)nc2c1ncn2C1OC(CO)CC1O (centres undefined),-5.7,3.3,x,x,0.0,1.4,-5.4
COc1ccc(N2CCN(S(=O)(=O)CCNC(=O)CCCc3ccccc3)CC2)cc1,-2.8,0.8,x,x,x,-2.2,-3.7
O=C(Nc1nc2ccc(F)cc2s1)Oc1ccccc1,16.3,0.0,-2.1,2.7,x,-0.9,-6.2
CCOC(=O)COc1cc([N+](=O)[O-])cc2cccnc12,6.7,-3.6,-2.2,2.0,0.0,-1.2,-0.5
Cc1ccc(S(=O)(=O)Nc2cccc(C(=O)N3CCOCC3)c2)c(C)c1NS(C)(=O)=O,-1.7,-1.9,-8.3,x,-0.1,-3.0,-4.6
c1ccc(-c2nc3ccccc3nc2-c2ccc(CN3CCC(c4nc5ccccc5[nH]4)CC3)cc2)cc1,-3.6,-0.8,x,x,0.7,-8.3,-0.9
Cc1cc(C(=O)Nc2cccc3c2O[C@H](CN(C)Cc2ccc(C(=O)O)cc2)[C@H](C)CN([C@@H](C)CO)C3=O)n(C)n1,1.5,2.0,2.1,1.0,-4.3,16.9,-3.4
Nc1ccn([C@@H]2O[C@H](C(=O)NCc3ccc4c(c3)OCO4)[C@@H](O)[C@H]2O)c(=O)n1,1.1,0.0,-7.5,1.4,-0.2,-3.3,-5.7
CN1CCN(c2nc3c(c(=O)n(C)c(=O)n3C)n2CC(=O)C23CC4CC(CC(C4)C2)C3)CC1,-3.2,-1.5,x,2.8,x,0.7,-2.3
C[C@@H]1CN([C@H](C)CO)C(=O)c2cc(NC(=O)Nc3ccc4c(c3)OCO4)ccc2O[C@@H](C)CCCCO[C@@H]1CN(C)Cc1ccncc1,3.7,-0.1,x,4.4,0.5,-8.2,11.1
O=S(=O)(c1cc(Cl)cc(Cl)c1)N1CCC2CC1c1cc(Cl)ccc12 (centres undefined),7.0,-2.8,-4.2,-0.5,-0.7,2.9,0.0
CCCCCCCCN1C(=O)[C@@H](CC(=O)N2CCOCC2)C[C@@]2(C(=O)OC)C1=C[C@H](C1CCCC1)O[C@@H]2C,-2.6,2.3,x,x,-0.2,13.0,x
CC(Sc1ccccn1)C(=O)Nc1ccc2c(c1)OCCO2 (centres undefined),-4.8,-6.3,4.7,-1.1,x,26.9*,0.7
COc1ccc(C#Cc2ccc3c(c2)O[C@@H](CN(C)C(C)=O)[C@@H](C)CN([C@H](C)CO)S3(=O)=O)cc1,-8.6,2.0,9.1,4.9,-0.1,10.8,-2.0
CCN(CCN1CCCC1)C(=O)c1cc(COc2ccccc2SC)on1,0.6,-13.0,-6.6,-2.1,0.4,-1.4,-1.0
O=C(CCCN1C(=O)C2CC=CCC2C1=O)Nc1ccccc1Cl (centres undefined),1.9,-0.2,-3.6,1.6,-0.3,-10.5,-3.7
CC1(C)CC(=O)C2=C(C1)Nc1cc3c(cc1C2c1ccc2c(c1)OCO2)OCO3 (centres undefined),-0.1,-8.4,23.3,5.4,x,38.2*,x
C[C@H](NC(=O)N1CCn2c1nc1ccccc12)C(=O)NCc1ccc2c(c1)OCO2,10.4,-4.4,-12.8,-1.1,x,1.5,-3.8
COc1ccc(C#Cc2ccc3c(c2)[C@H]2[C@H](CCN2S(=O)(=O)c2ccccc2C)[C@@H](CO)N3C)cc1,-5.0,2.9,-8.0,0.5,-0.2,-10.6,4.9
O=C(OCCC1Oc2cccnc2NC1=O)c1ccc(Cl)cc1 (centres undefined),0.8,-5.6,7.4,-2.2,x,-0.8,6.2
COc1ccc([C@H]2C[C@@H](n3cc(C4CC4)nn3)[C@H](O)CN2C(=O)C2CCCCC2)cc1,3.0,2.6,1.9,x,-0.1,-0.1,-3.6
CN(C)CC(C)(C)CNCc1cc(=O)oc2ccc3ccccc3c12,1.4,2.1,1.2,4.7,x,6.7,0.6
CN(C)N=Nc1ccc2nc[nH]c2c1,0.4,x,x,x,x,14.6,0.8
O=C(NC(=S)Nc1ccc(S(=O)(=O)Nc2nccs2)cc1)c1cccc(F)c1,0.5,5.3,9.1,-6.3,x,3.0,-15.7
COc1cccc(/C=N/NC(=S)Nc2cccc(C(=O)O)c2)c1,-0.3,0.0,x,x,x,1.4,2.8
O=C1CN(S(=O)(=O)c2ccccc2)C[C@H]2[C@H](c3ccc(Br)cc3)[C@@H](CO)N12,1.7,0.8,x,x,0.0,5.6,-0.6
CC(NCc1ccc(S(N)(=O)=O)cc1)C(=O)Nc1cc([N+](=O)[O-])ccc1Cl (centres undefined),2.9,0.7,-1.5,0.1,-1.0,-2.6,-2.9
C[C@H]1CN([C@@H](C)CO)C(=O)Cc2cc(NS(=O)(=O)c3ccc(F)cc3)ccc2O[C@H]1CN(C)Cc1ccc(Oc2ccccc2)cc1,-1.9,6.1,30.4,2.1,0.4,1.0,8.6
O=S(=O)(NCCc1ccccc1)c1cccc2cccnc12,-2.5,-1.6,x,x,x,2.2,x
Cc1cc(C)c(NC(=O)CSc2nc(=O)n(CCN3CCOCC3)c3c2CCCC3)c(C)c1,2.1,-3.8,-1.4,7.1,x,0.6,3.2
C[C@H](CO)N1C[C@H](C)[C@H](CN(C)CC2CC2)Oc2ccc(NC(=O)CCN3CCOCC3)cc2C1=O,26.3&3.6,-0.1&0.4,1.9&0.6,3.3&-0.2,u,u,1.3
O=C(COc1ccccc1F)NNC(=O)c1cccc(-n2cccc2)c1,-2.3,3.0,8.7,-2.9,0.0,-3.0,-0.9
CC(C)C(=O)N1CCN(c2cc(N3CCN(C)CC3)c(F)cc2[N+](=O)[O-])CC1,-4.2,-4.6,x,x,10.1,-3.5,x
CCOc1ccc(CCNC(=O)CN2C(=O)c3cccnc3Oc3ccc(Cl)cc32)cc1,-3.3,1.1,7.7,9.4,x,4.0,0.0
C[C@@H]1CN([C@H](C)CO)C(=O)Cc2cc(NS(=O)(=O)c3cccs3)ccc2O[C@H]1CN(C)C(=O)Nc1cccc2ccccc12,x,x,17.8,6.4,14.3,0.1,x
C=CCn1c(C)nnc1SCC(=O)Nc1cc(S(=O)(=O)N2CCCC2)ccc1Cl,-3.3,-0.3,-2.4,-1.3,x,1.2,2.1
CN(C)/C=C(/C(=O)c1ccccc1)S(=O)(=O)c1ccc(Cl)cc1,3.7,4.3,x,x,x,-0.7,1.5
COc1ccc(NC(=O)COC(=O)c2ccc(F)cc2F)cc1,-0.8,-2.0,-1.0,-1.9,2.7,0.0,-1.1
C[C@@H]1CN([C@@H](C)CO)C(=O)c2cccc(NC(=O)c3ccncc3)c2O[C@H]1CN(C)S(=O)(=O)c1ccc(Cl)cc1,-12.6,-0.9,-13.0,2.9,x,13.1,5.2
CC(=O)c1ccc(NCC2COc3ccccc3O2)c([N+](=O)[O-])c1 (centres undefined),4.9,1.3,3.9,3.5,x,-2.2,8.7
CC(C)C(=O)N1CCC1(C)C(=O)Nc1nc2ccccc2[nH]1 (centres undefined),-0.5,4.4,-2.9,-2.1,x,2.7,x
COc1ccc2c3c(n(C)c2c1)[C@H](CO)N(C(=O)c1cnccn1)CC31CCN(C(=O)c2ccncc2)CC1,18.6,1.3,x,x,0.2,6.7,1.6
COCc1ccc(C(=O)N2CCCC(C(=O)c3cc(F)ccc3F)C2)s1 (centres undefined),1.4,1.7,-16.4,0.2,x,-6.9,0.4
CCCCC1=CC2=C(c3ccco3)C(=O)C(C)(OC(=O)c3ccc(OC)cc3)C(=O)C2=CN1Cc1ccccc1 (centres undefined),1.7,7.7,-0.4,0.6,-0.1,5.0,x

# Only E-sel inducer, for 2 of the compounds above:
compound	E-sel inducer
CC(NCc1ccc(S(N)(=O)=O)cc1)C(=O)Nc1cc([N+](=O)[O-])ccc1Cl (centres undefined)	-1.0
C[C@H]1CN([C@@H](C)CO)C(=O)Cc2cc(NS(=O)(=O)c3ccc(F)cc3)ccc2O[C@H]1CN(C)Cc1ccc(Oc2ccccc2)cc1	0.4

# Looked up above:
# COc1ccc2c3c(n(C)c2c1)[C@H](CO)N(C(=O)c1cnccn1)CC31CCN(C(=O)c2ccncc2)CC1 – DENV2 CPE: 6.7
# C[C@H](CO)N1C[C@H](C)[C@H](CN(C)CC2CC2)Oc2ccc(NC(=O)CCN3CCOCC3)cc2C1=O – C2C12 statin: 1.9&0.6
# CCCCC1=CC2=C(c3ccco3)C(=O)C(C)(OC(=O)c3ccc(OC)cc3)C(=O)C2=CN1Cc1ccccc1 (centres undefined) – C2C12 statin: -0.4
# C[C@@H]1CN([C@H](C)CO)C(=O)Cc2cc(NS(=O)(=O)c3cccs3)ccc2O[C@H]1CN(C)C(=O)Nc1cccc2ccccc12 – E-sel inducer: 14.3

# More compounds
SMILES,S100A4 inh HTS,ERp5 inh,C2C12 statin,PglD inh,E-sel inducer,DENV2 CPE,SIRT5 inh
O=C1COCCOCCOCC(=O)NCCN1,-3.5,0.8,2.6,x,x,7.5,1.1
CCCn1nnnc1NC(=O)CSc1ccc(Cl)cc1,2.0,1.3,-5.2,0.3,x,3.5,-0.7
Cn1ccnc1Sc1ccc(C=O)cc1[N+](=O)[O-],-2.0,-10.8,x,x,x,-1.0,-2.1
CCc1nnc(SCC(=O)Nc2nnc(C)s2)n1CC1CCCO1 (centres undefined),5.1,1.9,3.7,-1.4,-1.0,-3.9,0.2
CCOC(=O)C1CCN(C(=O)c2ccc3c(c2)NC(=O)/C(=C\c2cccc(C)c2)S3)CC1,3.9,6.6,1.9,0.8,x,-1.3,5.1
CCCC#Cc1cnc2c(c1)C(=O)N([C@H](C)CO)C[C@H](C)[C@H](CN(C)C(=O)C1CC1)O2,-10.3,-0.6,x,-6.2,0.2,-13.3,-8.6
COc1ccc(S(=O)(=O)N(C)C[C@H]2OCCCC[C@H](C)Oc3ccc(NS(=O)(=O)c4ccccc4)cc3C(=O)N([C@H](C)CO)C[C@H]2C)cc1,-14.0,3.0,x,-2.1,x,12.4,14.2
O=C(CSc1nc2ccccc2o1)N1CCOCC1,0.8,1.8,x,-1.5,-0.5,6.3,-0.7
Cc1ccc(S(=O)(=O)N2CCCCC2)cc1NC(=O)C1=NN(c2ccccc2)C(=O)CC1,-3.5,-5.8,-4.0,-2.3,0.3,-6.6,-1.6
O=C(C[n+]1ccc2ccccc2c1)Nc1cc(C(F)(F)F)ccc1Cl,5.5,3.1,x,6.7,-1.4,-0.9,-6.6
C[C@@H]1CN([C@H](C)CO)C(=O)c2cc(NS(C)(=O)=O)ccc2O[C@@H](C)CCCCO[C@H]1CN(C)S(=O)(=O)c1cccs1,6.5,-21.2,14.1,3.0,-0.2,-4.8,4.4
COC(=O)C[C@H]1CC[C@H]2[C@@H](COc3ccc(NC(=O)Nc4cccc(C#N)c4)cc3C(=O)N2C)O1,0.5,-6.7,x,x,0.2,9.8,-0.4
O=C(CSc1n[nH]c(-c2cccnc2)n1)Nc1ccc(Br)cc1,3.5,-0.4,25.3,4.1,x,-7.8,3.6
CC(C)C(=O)NN(C(=O)c1ccccc1)c1ccccc1,1.8,-1.2,x,x,x,-4.5,6.7
Cc1ccc(-c2ccc(C3[C@H]4CNC[C@@H]3N4S(=O)(=O)c3cccc(C)c3)cc2)cc1 (some centres undefined),-7.9&-6.7,-4.7&-0.9,x,x,0.1&0.0,-4.4&2.2,3.0&1.1
CCOC(=O)C(=O)Nc1ccc(OCc2ccccc2)cc1,-4.2,2.0,-0.1,3.2,5.1,-1.5,-1.7
C/C=C/c1ccc2c(c1)O[C@H](CN(C)S(=O)(=O)c1ccccc1OC)[C@H](C)CN([C@@H](C)CO)S2(=O)=O,12.5,0.3,17.9,3.5,0.9,-13.3,0.7
O=C(CBr)c1ccc([N+](=O)[O-])c(CS(=O)(=O)c2ccc(Cl)cc2)c1,-6.7,5.6,-4.3,-0.6,x,-3.7,-1.0

# Screening data: PubChem, Broad Institute
